High-throughput results: PubChem, several laboratories
PHOSPHO1 inh: PubChem AID 1565; Phosphoethanolamine/phosphocholine phosphatase (Homo sapiens), Q8TCT1; recombinant PHOSPHO1, absorbance phosphatase assay; inhibition, % at 13.3 µM; actives 1.1% (n = 290,000); in the data active = inhibition above about 60%
IDE act: human IDE activators in live cells, primary screen, fluorescence polarization, HEK cells, FAbeta-B substrate | actives 0.073% (n = 340,000) | Insulin-degrading enzyme (Homo sapiens), P14735 | FAbeta-B cleavage; 0% vehicle, 100% cell-free pure enzyme wells | activation, % at 5.96 µM;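 active = activation above the mean of all tested compounds plus 3 SD, set per screening campaign, cut at about 17% in these data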
Target sequence (P14735 whole entry, looked up): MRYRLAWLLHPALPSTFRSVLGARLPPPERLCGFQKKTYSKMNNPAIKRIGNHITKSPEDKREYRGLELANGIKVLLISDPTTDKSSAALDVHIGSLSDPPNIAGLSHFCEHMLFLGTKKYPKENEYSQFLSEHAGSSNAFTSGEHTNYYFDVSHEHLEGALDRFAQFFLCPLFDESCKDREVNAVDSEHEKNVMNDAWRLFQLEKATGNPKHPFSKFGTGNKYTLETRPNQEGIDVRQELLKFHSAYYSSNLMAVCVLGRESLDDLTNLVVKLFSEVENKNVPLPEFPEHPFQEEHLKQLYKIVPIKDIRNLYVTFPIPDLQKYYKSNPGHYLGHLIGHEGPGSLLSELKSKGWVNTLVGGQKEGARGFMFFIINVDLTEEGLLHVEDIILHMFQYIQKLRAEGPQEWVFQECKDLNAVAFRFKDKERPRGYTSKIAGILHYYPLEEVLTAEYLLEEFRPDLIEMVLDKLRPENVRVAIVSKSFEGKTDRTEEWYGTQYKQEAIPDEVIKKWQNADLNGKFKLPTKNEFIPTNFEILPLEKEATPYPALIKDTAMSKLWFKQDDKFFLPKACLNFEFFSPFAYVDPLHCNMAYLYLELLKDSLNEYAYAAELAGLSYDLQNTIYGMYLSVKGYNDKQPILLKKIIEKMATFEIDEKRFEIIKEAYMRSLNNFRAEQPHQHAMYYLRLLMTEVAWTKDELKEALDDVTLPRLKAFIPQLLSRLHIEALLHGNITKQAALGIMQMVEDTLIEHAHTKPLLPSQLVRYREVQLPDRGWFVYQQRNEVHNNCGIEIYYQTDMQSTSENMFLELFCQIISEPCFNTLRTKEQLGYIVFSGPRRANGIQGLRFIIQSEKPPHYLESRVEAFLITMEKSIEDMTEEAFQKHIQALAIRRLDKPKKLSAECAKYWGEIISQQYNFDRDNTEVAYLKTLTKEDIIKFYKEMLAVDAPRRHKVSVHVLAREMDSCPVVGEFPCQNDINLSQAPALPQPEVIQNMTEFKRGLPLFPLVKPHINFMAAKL
IDE cell inh: human IDE inhibitors in live cells, primary screen, fluorescence polarization, HEK cells, FAbetaB substrate. Insulin-degrading enzyme (Homo sapiens), P14735. FAbetaB cleavage. inhibition, % at 5.59 µM. actives 0.41% (n = 320,000);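 active = percent inhibition above the average of all tested compounds plus 3 SD, set per screening campaign, cut at about 16% in these data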;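 also: IDE supplied by intact live HEK cells; FP after avidin binding of uncleaved biotin substrate so inhibition keeps polarization high; 0% = DMSO wells and 100% = 60 µM reference IDE inhibitor Ii1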
MEKK3 PB1 HTS: modulators of MEKK3-MEK5 PB1 binding, primary screen, biochemical, wildtype MEKK3, multiplex bead flow cytometry, Alexa488-MEK5 | Mitogen-activated protein kinase kinase kinase 3 (Homo sapiens), Q99759 | bead-based flow cytometry, Alexa488-MEK5 binding to MEKK3; actives lie on both sides; 0 = blocked by unlabeled MEK5, 100 = vehicle | binding response (% of control), % at 10 µM | actives 1.4% (n = 290,000) | AID 1529, 2009;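 active = binding response more than 3 SD above or below the average of its plate-row segment, actives on both sides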;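 also: Alexa488 bead fluorescence after subtracting the streptavidin-only scavenger bead signal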
pCIP destab: p/CIP-EGFP fusion destabilizers, primary screen, fluorescence, F442A cells | 16 h | decrease of EGFP signal, % at 10 µM | actives 0.01% (n = 290,000) | AID 1984, 2009;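 active = EGFP signal decrease of at least 30% at 10 µM or well 3 SD below plate mean, unless failing retest; inactive = the rest, including hits failing retest or dose response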; also: some compounds called inactive have numbers as strong as hits; many of its hits are not listed in these tables
CRFBP-R2 agonist: agonists of CRF-BP/CRF-R2 complex, primary screen, cell-based, HEK293, calcium dye fluorescence, uHTS. CRF-binding protein / CRF receptor 2 complex (human). calcium dye fluorescence (FLIPR); percent of saturating CRF peptide response. activation, % at 13.2 µM. actives 0.46% (n = 350,000). AID 588473, 2011;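 active = activation of at least 50%, plus an integration ratio under a set limit after plate pattern correction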;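 also: plate controls were neutral control wells without compound for no effect and CRF at EC100 for full effect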
GalR3 antagonist: GalR3 antagonists in HEK293 cells, primary screen, cell-based, fluorescence readout; HEK293 GalR3-CNG cAMP membrane potential fluorescence; galR3 body fused to GalR1 C-terminus; inhibition, % at 3 µM; actives 0.44% (n = 360,000);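 active = inhibition above the screen-wide average plus 3 SD, cut at about 13% in these data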;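 also: forskolin and galanin both at EC90 stimulate the cells; cAMP rise reported by CNG channel membrane potential dye signal; 0% = forskolin plus galanin with DMSO and 100% = forskolin alone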
M4 PAM: human M4 muscarinic receptor positive allosteric modulators, primary screen, CHO-K1 cells, Fluo-8 calcium fluorescence; CHO-K1 hM4/Gqi5, ACh EC20; 0% = ACh EC20, 100% = maximal ACh; activation, % at 3 µM; actives 0.4% (n = 360,000);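 active = activation above its plate's cutoff, the mean activation of sample wells plus 3 SD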; also: some results filed as inactive read as strong as hits
CRFBP-R2 block: antagonists of CRF-BP/CRF-R2 complex, primary screen, cell-based, HEK293, calcium dye fluorescence, uHTS | CRF-induced calcium fluorescence | inhibition, % at 11.8 µM | actives 0.59% (n = 350,000) | AID 588475, 2011;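 active = inhibition of the ligand-induced calcium signal above about 50% at the single tested concentration, limit read from the data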
Numbers without * were called inactive; / = not tested or not shown.

SMILES	PHOSPHO1 inh	IDE act	IDE cell inh	MEKK3 PB1 HTS	pCIP destab	CRFBP-R2 agonist	GalR3 antagonist	M4 PAM	CRFBP-R2 block
Cc1ccc(C(=O)c2coc3ccc(O)cc23)cc1	36	-3	/	102	-8	-0.9	-11	-3	26
COc1cc(OC)cc(-c2c(-c3cccs3)c3cc(-c4cc(OC)c(OC)c(OC)c4)ccc3n2C)c1	/	7	4	/	/	1.5	-2	15	10
CCn1c(CNC(=O)c2ccccc2)nnc1SCC(=O)N1CCN(c2ccccc2)CC1	-8	3	5	107	-8	0.0	-1	-8	0
COc1ccc(C2/C=C\CN(C(=O)Nc3ccccc3)CC(=O)N2Cc2ccc(F)cc2)cc1 (configuration not stated)	22	0	6	108	5	-1.9	-4	4	-1
N#CC1(NC(=O)COC(=O)CN2C(=O)c3ccccc3C2=O)CCCCC1	/	1	-2	/	/	-0.4	-3	6	4
CCOC(=O)c1c(NC(=O)c2cccs2)sc2c1CCN(C(=O)OCC)C2	-10	6	-11	93	-4	-0.1	-1	10	6
CC(C)(C)NC(=S)N/N=C/c1cccnc1	32	8	3	98	-11	-1.3	-4	-5	10
CC(=O)Nc1ccc(C(=O)CSc2nnc(C)o2)cc1	11	5	-4	107	2	-6.2	0	-4	33
CCOC(=O)CSc1cc(C)nc(N)n1	10	4	6	91	-10	0.6	1	4	3
CCCCn1c(N)c(N(CCC(C)C)C(=O)COC(=O)c2ccccc2)c(=O)[nH]c1=O	32	6	0	102	15	-0.5	-1	3	-5
CC(C)(C)NC(=O)Cn1c(SCC(=O)NC2CCCC2)nc2ccccc21	-32	0	8	101	4	-0.6	-1	4	-5
CCOC(=O)Cc1csc(NC(=O)Cc2ccccc2)n1	-3	4	10	102	-13	-0.6	-5	-4	8
O=C(CSc1nnc(NCc2ccccc2)s1)NC1CCS(=O)(=O)C1 (configuration not stated)	15	4	-2	103	-17	-0.4	-3	5	5
O=C(CSc1nnc(Nc2ccccc2F)s1)c1cc2ccccc2o1	36	-2	3	95	-4	-0.2	-4	1	19
O=C(O)CCC(=O)N1CCc2c([nH]c3ccccc23)C1C(F)(F)F (configuration not stated)	2	1	3	99	4	0.7	-9	-1	-8
CCOC(=O)Nc1ccc2nc(Sc3ccc(Cl)cc3)sc2c1	-12	5	-1	102	-3	1.1	-6	-10	-15
Cc1nn(C)cc1C(C(=O)NC1CCCCC1)N(C(=O)Cc1cccs1)c1ccc(C(C)C)cc1 (configuration not stated)	36	4	-3	103	-5	0.1	-4	8	-67
CCOc1ccc(NC(=O)Cc2ccc(S(=O)(=O)N3CCOCC3)s2)cc1OCC	30	4	0	101	1	-0.4	1	14	-15
CN(C(=O)Cn1c(=O)oc2ccccc21)C1CCCCC1	/	5	6	/	/	-0.5	2	4	6
COc1cc(C2=NOC(C(=O)N3CCCCCC3)C2)cc(OC)c1OC (configuration not stated)	9	5	-2	97	4	-3.0	-4	-4	-13

Just PHOSPHO1 inh, for 4 of the compounds above:
| smiles | PHOSPHO1 inh |
| --- | --- |
| CC(C)(C)NC(=O)Cn1c(SCC(=O)NC2CCCC2)nc2ccccc21 | -32 |
| CCOC(=O)Cc1csc(NC(=O)Cc2ccccc2)n1 | -3 |
| O=C(CSc1nnc(NCc2ccccc2)s1)NC1CCS(=O)(=O)C1 (configuration not stated) | 15 |
| O=C(CSc1nnc(Nc2ccccc2F)s1)c1cc2ccccc2o1 | 36 |

Later entries:
SMILES	PHOSPHO1 inh	IDE act	IDE cell inh	MEKK3 PB1 HTS	pCIP destab	CRFBP-R2 agonist	GalR3 antagonist	M4 PAM	CRFBP-R2 block
CCOC(=O)CCNC(=O)Nc1ccc2nc(C)n(Cc3ccccc3Cl)c(=O)c2c1	-31	-3	12	84	-3	-4.2	-7	-2	11
CC(C)(C)c1nnc(N/N=C/c2ccc(Br)cc2)n(N)c1=O	-5	4	2	108	4	-1.5	-1	1	-31
COc1ccc(OCC(O)CNC(=O)Nc2ccc(F)cc2)cc1 (configuration not stated)	-4	4	1	92	-17	-1.1	-4	3	5
CC(=O)Nc1ccc(NC(=O)COC(=O)c2ccccc2C(=O)c2ccccc2)cc1	/	-5	0	/	/	-2.1	-4	-1	-1
N#Cc1nc(COc2ccc(Cl)cc2)oc1N1CCN(Cc2ccccc2)CC1	18	-1	6	102	-7	4.1	-5	-12	-4
COc1cccc(-c2coc3cc4oc(=O)c(CCC(=O)O)c(C)c4cc23)c1	45	-2	-8	99	-11	-0.8	-11	-5	23
COc1ccccc1C(=O)NCCC(=O)NC1CCCCCC1	/	15	4	/	/	0.1	-7	1	2
COc1ccc(N2CCN(C(=N)/C(C(C)=O)=C(\C)O)CC2)cc1	0	8	-2	101	2	-1.8	-4	16	5
OC1CCCC1	/	-7	2	/	/	-1.6	1	5	10
COc1ccc(NC(=O)Cn2c(=O)n(CC(=O)NCc3ccco3)c(=O)c3ccccc32)cc1OC	14	4	8	102	3	-0.8	-3	1	11
O=C(N/N=C/c1cn(-c2ccccc2)nc1-c1cccs1)c1ccccc1F	0	-1	5	102	7	-2.1	/	-11	-8
Cc1cccc(NS(=O)(=O)c2ccc(C(=O)NCC(c3ccccc3)N(C)C)cc2)c1C (configuration not stated)	26	3	/	108	-16	8.5	-4	-3	-35
O=C(CSc1nnc(NC(=O)c2c(F)cccc2F)s1)NCC1CCCO1 (configuration not stated)	/	5	-1	/	/	-1.8	-6	1	0
Cc1cc2oc(C(=O)N(Cc3ccccc3)C3CCS(=O)(=O)C3)cc(=O)c2cc1Cl (configuration not stated)	-3	-3	6	102	-6	-3.2	-4	3	-13
COC(=O)C(=Cc1ccc(-c2ccsc2C(=O)OC)o1)C(=O)OC	52	-5	6	102	10	-1.9	-1	-24	-1
COc1ccc(CCC(=O)Nc2nccs2)cc1OC	5	4	-3	100	1	-1.1	-4	2	-18
CC(=O)c1c(C)oc2ccc(N(C(=O)C3CCCCC3)S(=O)(=O)c3cc([N+](=O)[O-])ccc3C)cc12	-16	-6	-2	106	-7	0.2	0	9	17
C/C(=N\NC(=O)c1ccc(CSc2nncn2C)cc1)c1ccc(Cl)cc1	-3	-4	-1	89	4	-0.7	-4	0	-22
CCCCn1nnnc1NCc1cc(OC)c(OC)c(OC)c1	1	10	-1	105	-8	2.7	-8	1	2
COc1ccccc1-c1nnc(SCC(=O)NCc2ccco2)n1N	32	4	-6	103	11	-1.2	-7	5	9
CC(=O)c1cnc2cc(-c3ccc(C)cc3)nn2c1C	23	-8	1	96	-2	-0.4	-11	5	-21
Cc1nc2ccccc2c2oc(C(=O)NCc3ccc4c(c3)OCO4)cc12	8	7	2	102	-4	0.1	/	-3	12
O=C(COC(=O)c1cncc(Br)c1)Nc1ccc(N2CCCCC2)cc1	/	4	6	/	/	-2.1	-6	-3	-4
Cc1ccc(CN(c2ccc(C(=O)NCC3CCCO3)cc2)S(C)(=O)=O)cc1 (configuration not stated)	48	-1	-1	104	-1	-2.1	-1	0	5
COC(=O)c1ccc([C@H](NC(=O)c2ccco2)[C@]2(C)C[C@H]2C2CCCCC2)cc1	/	3	0	105	/	3.8	-4	-3	-2
CCOc1ccc(-c2nc(CSc3nnc(N)s3)cs2)cc1	3	2	4	102	-9	-0.4	-2	5	1
CCOC(=O)C1CCN(C(=O)c2n[nH]c(=O)c3ccccc23)CC1	28	7	4	115	-4	-0.8	-4	-4	92*
Cc1nc(SCC(=O)N(CC(C)C)C2CCS(=O)(=O)C2)c(C#N)c(C)c1C (configuration not stated)	/	-2	/	/	/	-1.2	-4	1	4
COC(=O)[C@H]1C[C@H](OC(=O)NCc2ccco2)[C@@]2(O)CN(S(=O)(=O)c3ccc(C)cc3)CC2[C@H]1C(=O)OC (some centres not stated)	/	/	/	/	/	-0.8	-5	3	1
CCOC(=O)N1CCC(NC(=O)c2cc(C(=O)NC3CCN(Cc4ccccc4)CC3)ccc2CO)CC1	25	3	0	105	21	0.3	-3	-2	-13
COc1ccc(/C=C(/C#N)C(=O)Nc2ccccc2C)cc1C(=O)O	-6	-3	3	108	14	4.1	-4	-6	-37
Cc1ccc(NC(=O)CN2CCOCC2)cc1S(=O)(=O)N1CCCCC1	/	2	1	/	/	-1.1	-5	5	3
O=C(Nc1nccs1)C1CC2CCC1C2 (configuration not stated)	38	-3	-1	93	-6	-2.8	-5	-5	-7
COc1ccc(C(=O)NNC(=O)CN2CCN(c3nc(-c4ccccc4)cs3)CC2)cc1	0	-2	2	101	4	-1.4	-1	11	-4
CCOc1ccc2[nH]c3nc(SCC(=O)OC(C)C)nnc3c2c1	4	5	7	105	-3	0.1	-9	-7	-1
FC(F)(F)c1cccc(Nc2nc(N3CCCC3)nc(N3CCCC3)n2)c1	-2	5	-2	106	2	0.5	-4	2	-21
COc1ccc(CN2C(=O)c3ccccc3C2OC)cc1 (configuration not stated)	/	4	0	101	-8	-1.6	-2	-2	-3
O=C(CCc1nc2ccccc2c(=O)[nH]1)N1CCN(C/C=C/c2ccccc2)CC1	-30	6	3	114	-22	-1.0	1	-23	-33
COc1ccc2sc(-c3ccc(N(C)C)cc3)c(C#Cc3cncn3C)c2c1	/	9	-6	/	/	3.3	-1	-1	-2
CC1(C)CC(NC(=O)CCc2ccccc2)CC(C)(C)N1	-4	3	2	92	-7	2.0	-4	-4	-10
CC1Sc2ccc(S(=O)(=O)CCC(=O)N3CCN(c4ccccc4)CC3)cc2NC1=O (configuration not stated)	18	-1	2	102	-10	0.7	-1	-2	-21
CCOc1cc(C=O)ccc1OCCSc1ccc(Cl)cc1	45	0	-1	97	-9	-0.1	-12	-2	-1
Cc1nc(SCc2ccc(C#N)cc2)n[nH]1	14	3	5	98	-2	-1.4	-11	-6	3
CSc1c(CC(=O)Nc2ccc(F)cc2)n(Cc2ccccc2)c2ccccc12	11	2	7	104	-1	4.4	-1	-5	32
CCCOc1ccc(CNC(=S)N/N=C/c2ccc([N+](=O)[O-])cc2)cc1	80*	12	-5	99	6	-0.6	-5	11	-3
CC1(C)CC[C@]2(C(=O)O)CC[C@]3(C)C(=CCC4[C@@]5(C)CC[C@H](O)C(C)(C)C5[C@H](O)C[C@]43C)[C@@H]2C1 (some centres not stated)	/	/	0	101	/	-0.3	/	/	-5
Cc1ccn2c(=O)cc(C)nc2c1	-20	5	-6	97	-4	-0.1	-6	0	5
O=c1c2cnn(-c3ccccc3)c2ncn1Cc1ccco1	21	0	-2	117	6	-0.2	0	-6	3
Cc1ccc(S(=O)(=O)n2c(=O)oc3ccccc32)cc1	12	-4	-3	113	12	3.0	/	-1	1
CCCC12CN3CC(C)(CN(C1)C31C(=O)Nc3ccc(C)cc31)C2=O (configuration not stated)	-44	-1	2	105	-3	0.7	-5	0	12
O=C(NCC(c1ccco1)N1CCc2ccccc21)c1c(F)cccc1F (configuration not stated)	/	6	4	/	/	-1.1	-5	-2	10
